aSyn tox rescue = qHTS of alpha-syn Inhibitors: NCGC Sytravon Library Screen; S. cerevisiae alpha-synuclein toxicity rescue, BacTiter-Glo growth, 24 h; Potency, µM (titrated, usually from 46.1 µM), for the others: at the highest dose growth rescue (activation), actives largely listed as activators; 94,000 tested, 0.02% active; AID 1347070, 2019; active means well fitted activation curve with a large enough effect; inconclusive means small, poorly fitted or top-dose-only effect; further: 0% is about no effect
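Growth restoration measured by BacTiter-Glo luminescence after 24 hr at 30 deg C; alpha-synuclein yeast, raffinose-pregrown to mid-log, were added at OD600=0.02 in galactose medium onto pinned compounds.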
Numbers without * were called inactive; ? = inconclusive; [ ] = another dose, or the depositor's remark. Potency means the concentration at half of the fitted maximal effect. The list is partial. The share of hits here may be higher or lower than overall.

SMILES | aSyn tox rescue
O=C(CN(Cc1ccccc1)C(=O)CNS(=O)(=O)c1ccc(Cl)cc1)NCC1CCCO1 (stereo unspecified) | -1%
CC(C)Oc1ccc(CNC(=O)c2ccc3nc(C(C)C)oc3c2)cc1 | 3%
Cc1ccccc1-c1nc2cc(NC(=O)COc3ccc(F)cc3)ccc2o1 | 0%
N#C/C(=C\c1ccc(O)cc1)c1nc2ccccc2o1 | -19%
Cc1cccc2c1-c1sc(C(=O)NCCc3ccc(Cl)cc3)cc1CO2 | -5%
COC(=O)c1ccc(OCC2c3cc(OC)c(OC)cc3CCN2C(=O)Cc2ccccc2)cc1 (stereo unspecified) | -4%
O=C(CCCCCn1c(=O)c2sccc2n(CC(=O)Nc2cc(C(F)(F)F)ccc2Cl)c1=O)NCc1ccccc1Cl | -3%
O=S(=O)(Nc1cccc(-c2ccc(N3CCCCC3)nn2)c1)c1cccc(F)c1 | 3%
Cc1ccc(-c2nc3ccccc3[nH]2)cc1NC(=O)COc1ccc(Cl)cc1Cl | -47%[inhibitor]
Clc1cccc(N2CCN(c3nc4ccccc4n4nnnc34)CC2)c1 | 5%
C=CCOc1ccc(/C=C/C(=O)OCC(=O)N(C)CC(=O)Nc2ccc(F)cc2)cc1 | -6%
CCOc1ccc(NC(=O)CN2CCN(Cc3ccccc3)S2(=O)=O)cc1 | 10%
CC(=O)Nc1cccc(-c2nnc(SCC(=O)c3cc([N+](=O)[O-])ccc3Br)o2)c1 | -5%
CC(C)OCCCNC(=S)N1CCC(C(=O)c2ccc(F)cc2)CC1 | 1%
Nc1ccc(S(=O)(=O)c2ccccc2)nc1 | -4%
CCc1ccc(NC(=O)C2CCC(CNS(=O)(=O)c3cccs3)CC2)cc1 (stereo unspecified) | -10%
Cc1cccc(NS(=O)(=O)c2ccc3c(c2)CCN3C(=O)C2CCC2)c1 | 14%
O=C(NCc1ccc2c(c1)OCO2)C(=O)NCC1OCCCN1S(=O)(=O)c1ccccc1 (stereo unspecified) | -6%
Fc1ccc(Nc2ncnc3onc(-c4ccc(Cl)cc4)c23)cc1Cl | -2%
CCOc1ccc(NC(=O)CC2C(=O)N(c3cccc(OC)c3)C(=O)N2C(C)C)cc1 (stereo unspecified) | -7%
Cc1ccccc1-n1nc(CO)c(C(=O)NCc2cccnc2)n1 | 1%
COc1ccc(-c2cc(C(=O)Nc3cccc(C(C)=O)c3)no2)cc1OC | -3%
C=Cc1ccc(CSc2nc(-c3ccccc3Cl)nc3c2Cc2c(CO)cnc(C)c2O3)cc1 | 0%
Cc1ccc(C(=O)N2CCN(c3ncccn3)CC2)c(C)c1 | 7%
COc1ccc(/C=C(/NC(=O)c2ccc(Br)cc2)C(=O)Nc2cccc(C(=O)O)c2)cc1 | 3%
Carrying on.
SMILES | aSyn tox rescue
Cc1[nH]nc2c1C(c1cccs1)C1=C(CC(C)(C)CC1=O)N2 (stereo unspecified) | -2%
CC(=O)Nc1ccc(/C=N/NC(=O)c2cc(-c3ccco3)nc3ccccc23)cc1 | 1%
O=C(NCc1ccccc1F)c1ccc2ccccc2n1 | 9%
CCN(CC)CCCNC(=S)N1CCn2c(nc3ccccc32)C1 | -1%
O=C(OCC1CC(c2ccccc2Cl)=NO1)c1ccc(Br)cc1 (stereo unspecified) | -4%
OCc1nc2ccccc2n1CCCc1ccccc1 | 3%
Cc1ccc(C)c(NC(=O)Cc2nc(CNCC(C)C)cs2)c1 | 2%
CC1Cc2cc(S(=O)(=O)NCc3ccc(F)cc3)ccc2N1C(=O)C1CCC1 (stereo unspecified) | 9%
N#CC1(NC(=O)COc2ccc(S(=O)(=O)N3CCCC3)cc2[N+](=O)[O-])CCCCC1 | 7%
Cc1ccc(-n2nnnc2CNC(=O)c2ccccc2C)cc1C | 2%
O=C(NCc1ccc(F)cc1)c1ccc2c(Cl)c3c(nc2c1)CCCC3 | ?
C[C@H]1CN([C@@H](C)CO)C(=O)CCCn2nncc2CO[C@@H]1CN(C)C(=O)c1ccncc1 | 11%
CCn1c(=O)[nH]c2cc(C(=O)Nc3cc(C)cc(C)c3)ccc2c1=O | 2%
O=C1c2ccccc2C(Nc2ccc(S(=O)(=O)N3CCCCC3)cc2)N1Cc1ccco1 (stereo unspecified) | -3%
C=CCN1C(=O)c2ccc(C(=O)N3CCN(S(=O)(=O)c4cc(C)ccc4C)CC3)cc2C1=O | 1%
CCS(=O)(=O)c1nc(S(=O)(=O)c2ccc(C)cc2)c(NCC(C)C)s1 | -5%
Cc1cc(C)c2nc(SCC(=O)NCC3CCCO3)c(C#N)cc2c1 (stereo unspecified) | 2%
Cc1cc(-c2ccc(C)c(S(=O)(=O)Nc3cccc(C)n3)c2)on1 | -8%
CCOc1ccc(NS(=O)(=O)c2ccc(C(=O)N(C)CC(=O)Nc3ccc(OC)cc3)cc2)cc1 | 2%
O=C(NCc1ccc(F)cc1Cl)c1cc(=O)[nH]c2ccc(S(=O)(=O)N3CCCCC3)cc12 | -4%
Cc1cc(C)c(C(=O)CSc2n[nH]c(-c3ccncc3)n2)c(C)c1 | 18%
CC(C)OC(=O)C(C)Nc1n[nH]c(=S)[nH]c1=O (stereo unspecified) | -5%
CCn1ccc2cc(S(=O)(=O)N3CCCN(C(=O)NCCOC)CC3)ccc21 | -1%
COc1ccc(-n2cc(C(=O)N(C)c3cc(C)ccc3OC)c3ccccc3c2=O)cc1 | -23%
CCOc1ccccc1NC(=O)C(C)n1nnc2sc3c(c2c1=O)CCCC3 (stereo unspecified) | -8%

Reformatted tab-delimited: 14 of the compounds above.
Structure	aSyn tox rescue
C[C@H]1CN([C@@H](C)CO)C(=O)CCCn2nncc2CO[C@@H]1CN(C)C(=O)c1ccncc1	11%
CCn1c(=O)[nH]c2cc(C(=O)Nc3cc(C)cc(C)c3)ccc2c1=O	2%
O=C1c2ccccc2C(Nc2ccc(S(=O)(=O)N3CCCCC3)cc2)N1Cc1ccco1 (stereo unspecified)	-3%
C=CCN1C(=O)c2ccc(C(=O)N3CCN(S(=O)(=O)c4cc(C)ccc4C)CC3)cc2C1=O	1%
CCS(=O)(=O)c1nc(S(=O)(=O)c2ccc(C)cc2)c(NCC(C)C)s1	-5%
Cc1cc(C)c2nc(SCC(=O)NCC3CCCO3)c(C#N)cc2c1 (stereo unspecified)	2%
Cc1cc(-c2ccc(C)c(S(=O)(=O)Nc3cccc(C)n3)c2)on1	-8%
CCOc1ccc(NS(=O)(=O)c2ccc(C(=O)N(C)CC(=O)Nc3ccc(OC)cc3)cc2)cc1	2%
O=C(NCc1ccc(F)cc1Cl)c1cc(=O)[nH]c2ccc(S(=O)(=O)N3CCCCC3)cc12	-4%
Cc1cc(C)c(C(=O)CSc2n[nH]c(-c3ccncc3)n2)c(C)c1	18%
CC(C)OC(=O)C(C)Nc1n[nH]c(=S)[nH]c1=O (stereo unspecified)	-5%
CCn1ccc2cc(S(=O)(=O)N3CCCN(C(=O)NCCOC)CC3)ccc21	-1%
COc1ccc(-n2cc(C(=O)N(C)c3cc(C)ccc3OC)c3ccccc3c2=O)cc1	-23%
CCOc1ccccc1NC(=O)C(C)n1nnc2sc3c(c2c1=O)CCCC3 (stereo unspecified)	-8%

(next part)
SMILES | aSyn tox rescue
CC(C)(C)C1CCc2c(sc(NC(=O)c3ccc(Cl)cc3)c2C(=O)NCc2ccco2)C1 (stereo unspecified) | -4%
CC(C)Cc1cc(C(=O)N2CCC(N3CCC(C(=O)NC4CC4)CC3)CC2)n[nH]1 | 3%
O=C(NCCN1CCOCC1)c1cc2cc(Br)ccc2oc1=O | -1%
Cc1cc(C)c2c(CC(=O)Nc3nnc(C(C)C)s3)coc2c1 | -17%
C#CCN(C[C@H]1[C@H](OC(=O)NCc2ccco2)[C@H](OC(=O)NCc2ccco2)C[C@@H](C(=O)OC)[C@H]1C(=O)OC)S(=O)(=O)c1ccc(C)cc1 | -4%
Cc1ccc(CNC(=O)CN2CCCN(Cc3ccc(F)cc3)S2(=O)=O)cc1 | 3%
COc1cc(C(=O)N(CCCN(C)C)c2nc3c(OC)cccc3s2)cc(OC)c1OC | -5%
Cc1nnc(NC(=O)CCn2c(=O)oc3ccccc32)s1 | 9%
O=C(O)c1ccc(/C=N/O)cc1 | -4%
Cc1cc(=O)n(CC(=O)NCc2ccc(OC(C)C)cc2)c2c1c(C)nn2-c1cccc(F)c1 | 10%
COc1cccc(CNc2ccccc2O)c1OCc1ccccc1F | -14%
COc1ccc(OC)c(NC(=O)c2ccc(OCC(=O)N3CCOCC3)c(OC)c2)c1 | 2%
Cc1cccc(C)c1NC(=O)CSc1nccn1C | -3%
COc1ccccc1NC(=O)C(C)OC(=O)C(C)SCC(=O)Nc1ccc(C)cc1 (stereo unspecified) | 0%
O=C(CN1CCN(CC(=O)Nc2ccc(-c3ccccc3)cc2)CC1)Nc1ccc(F)cc1 | 5%
O=C(CNC(=O)c1ccccc1)OCc1nnc(-c2ccccc2)o1 | 0%
COC(=O)c1sccc1S(=O)(=O)N(CC(=O)NCc1ccc(C)cc1)c1ccccc1 | -7%
COc1ccc(-c2c3c(=O)n(C)c(=O)n(C)c3c3c(-c4ccc(C)cc4)nc4ccccc4n23)cc1 | -20%
CCC(=O)N1CCc2cc(S(=O)(=O)NC(Cc3ccccc3)C(=O)NCc3ccc(F)cc3)ccc21 (stereo unspecified) | -1%
CCOC(=O)C1CCCN(C(=O)c2ccc(-c3ccccc3Cl)o2)C1 (stereo unspecified) | -51%[inhibitor]
COc1cccc2c1Oc1ncccc1N(C(=O)CCC(=O)NCc1ccccc1Cl)C2 | -5%
COc1ccc(OCC(=O)Nc2ccc(S(=O)(=O)N3CCCC3)cc2)cc1 | -5%
O=C(COC(=O)Cn1[nH]c(=O)c2ccccc2c1=O)Nc1c(Cl)cccc1C(F)(F)F | 1%
COc1ccc(Br)cc1CNC(=O)C1CCN(c2nnc(-n3cccc3CNc3ccc(C)cc3)s2)CC1 | 3%
CCn1c(=O)cc(OCC(=O)Nc2ccccc2Cl)c2ccccc21 | -15%
Additional results.
SMILES | aSyn tox rescue
CCC1=NN(C(=O)Cc2ccc([N+](=O)[O-])cc2)C(O)(C(F)(F)F)C1 (stereo unspecified) | 0%
Cc1cc(S(=O)(=O)N2CCOCC2)ccc1OCC(=O)N1CCC(C(N)=O)CC1 | 13%
COc1ccc(C2=CCCCCC2)cc1OC | 1%
COc1ccc(NC(=O)N2CCCCCC2)c(OC)c1 | 14%
COc1ccc(CC(=O)NCc2ccc3c(c2)CCN3C(=O)c2cccc(C)c2)cc1 | 12%
CCN1CCN(C(=O)c2cc(=O)c3cc(C)ccc3o2)CC1 | -7%
Cc1ccc(CCNC(=O)Cn2nc(C)c3c(C)n(-c4ccc(C)cc4)nc3c2=O)cc1 | 6%
CCc1ccc(NC(=O)C2CCN(c3nn4cc(-c5ccc(OC)cc5)nc4s3)CC2)cc1 | -3%
O=C(CN1CCCN(Cc2ccc(Cl)cc2)S1(=O)=O)Nc1ccccc1F | 7%
COc1ccccc1CNS(=O)(=O)c1ccc2c(c1)CC(=O)N2C | -8%
Cc1cccc(NC(=O)Cn2nc(-c3ccco3)ccc2=O)c1C | 6%
C=CCOc1ccc(CN(C)C(=O)C2CCCO2)cc1 (stereo unspecified) | 8%
Cc1ccc(N2CC(c3nnc(Cc4ccc(F)cc4)o3)CC2=O)cc1 (stereo unspecified) | 9%
CCOc1ccc(S(=O)(=O)Nc2cccc(-c3ccc(N4CCC(C)CC4)nn3)c2)cc1 | 6%
COc1ccc2oc(=O)c(-c3nnc(-c4ccc(C)cc4)o3)cc2c1 | 1%
COc1ccc(CN(C(=O)c2cc3ccccc3oc2=O)C2CCS(=O)(=O)C2)cc1 (stereo unspecified) | 7%
C/C(=N/NC(=O)c1ccc2c(c1)OCCO2)c1ccc([N+](=O)[O-])cc1 | 1%
Cn1ccc2cc(S(=O)(=O)N3CCCN(C(=O)Nc4ccccc4Br)CC3)ccc21 | -3%
CCCCn1c(SCC(=O)NCc2ccc(OC)c(C(=O)O)c2)nc2cc(S(N)(=O)=O)ccc21 | 1%
CCCCNC(=S)NCc1ccc2[nH]c3c(c2c1)CCCC3 | -1%
CCOc1ccc2[nH]c3c(N4CCN(C(=O)c5ccco5)CC4)ncnc3c2c1 | 8%
CCc1ccc2occ(CC(=O)Nc3ccc(OC)c(Cl)c3)c2c1 | ?
COc1ccc(C(=O)N2CCN(CCNC(=O)C(=O)Nc3ccc(F)cc3)CC2)cc1 | 5%
CCc1cccc(CC)c1N1C(=O)CC(Sc2ccccc2N)C1=O (stereo unspecified) | 9%
CC(C)Oc1ccc(-c2nc3c(C#N)c[nH]n3c2NC2CCCCC2)cc1 | 0%
Next results:
SMILES | aSyn tox rescue
NS(=O)(=O)c1ccc(NC(=O)CSc2cn[nH]n2)cc1 | 3%
O=C(C1CCCCC1)N1C[C@H](n2cc(C3CC3)nn2)[C@@H](O)C[C@@H]1c1ccccc1 | -3%
CCCC(C(=O)NC(C)(C)C)N(CC1CCCO1)C(=O)CNS(=O)(=O)c1ccc(F)cc1 (stereo unspecified) | 12%
COc1ccc(C=O)cc1OC(=O)C1(C)Cc2ccccc2C(=O)O1 (stereo unspecified) | 0%
CC1CCN(S(=O)(=O)c2ccc3c(c2)N(CC(=O)NCCCN2CCCC(C)C2)C(=O)CS3)CC1 (stereo unspecified) | -3%
COc1ccc(-c2cc3nc(C)c(CCC(=O)Nc4cccc(C(F)(F)F)c4)c(C)n3n2)c(OC)c1 | 5%
O=C1C2C3C=CC(C4CC34)C2C(=O)N1/N=C/c1ccc(-c2cccc([N+](=O)[O-])c2)o1 (stereo unspecified) | -2%
Cc1cc(SCC(=O)Nc2ccc(C(F)(F)F)cc2)nc(=O)[nH]1 | -9%
COc1ccc(CNC(=O)CCC2N=C3c4ccccc4N=C(SCc4cccc(F)c4)N3C2=O)cc1 (stereo unspecified) | -7%

Screening results deposited in PubChem by National Center for Advancing Translational Sciences (NCATS).
